FBPA Giardia inh: inhibitors of Giardia lamblia fructose-1,6-bisphosphate aldolase; A8B2U2; AID 2451; hit rate 0.71% among 290,000; purified Giardia FBPA; Potency, µM (titrated, usually from 59.6 µM), for inactives: at the top dose activity, negative = inhibition, usual class: inhibitors; further: potency means the concentration at half of the fitted maximal effect; nearly all actives have a fitted effect of over 55% in size
Target sequence (A8B2U2 whole entry, looked up): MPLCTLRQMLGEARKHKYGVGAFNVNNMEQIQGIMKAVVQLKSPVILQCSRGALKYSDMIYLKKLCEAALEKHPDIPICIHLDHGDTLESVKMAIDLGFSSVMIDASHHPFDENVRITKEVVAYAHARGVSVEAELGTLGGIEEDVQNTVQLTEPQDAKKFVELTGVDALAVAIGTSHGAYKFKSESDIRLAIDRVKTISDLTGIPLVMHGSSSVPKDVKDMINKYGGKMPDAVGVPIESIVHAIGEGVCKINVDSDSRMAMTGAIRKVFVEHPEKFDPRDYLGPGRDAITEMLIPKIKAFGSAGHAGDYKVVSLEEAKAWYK
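40 nM FBPA preincubated 10 min at RT with compound (up to 57.5 uM final), then substrate plus GAPDH/TPI/NAD/arsenate coupling and diaphorase/resazurin added. Fluorescence read after 20 min at RT, 525/598 nm.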
Sm TGR block: inhibitors of Schistosoma mansoni thioredoxin glutathione reductase | Potency, µM (series often up to 114 µM), for the others: top-dose activity change, negative = inhibition, most hits filed as inhibitors | hit rate 3% among 360,000 | AID 485364 | purified TGR, DTNB reduction, TNB absorbance 405 nm | Q962Y6; further: potency means the concentration at half of the fitted maximal effect; nearly all actives have a fitted effect of over 60% in size
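Kinetic colorimetric format: TGR-catalysed, NADPH-driven DTNB reduction monitored via TNB absorbance. Enzyme dispensed at 20 nM; compound exposure 15 min at room temperature before reaction start.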
AmpC detergent: AmpC beta-lactamase inhibition with detergent present; hit rate 0.041% among 370,000; P00811; Potency, µM (highest dose often 114 µM), without a hit: top-dose activity change, negative = inhibition, actives largely listed as inhibitors; AmpC hydrolysis of nitrocefin, absorbance 480 nm, 0.01% Triton;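 further: potency means the concentration at half of the fitted maximal effect; 0% = no-compound wells and -100% = no-enzyme wells; nearly all actives have a fitted effect of over 25% in size; some results filed as inactive show a strong effect at the top dose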
Target sequence (P00811 whole entry, looked up): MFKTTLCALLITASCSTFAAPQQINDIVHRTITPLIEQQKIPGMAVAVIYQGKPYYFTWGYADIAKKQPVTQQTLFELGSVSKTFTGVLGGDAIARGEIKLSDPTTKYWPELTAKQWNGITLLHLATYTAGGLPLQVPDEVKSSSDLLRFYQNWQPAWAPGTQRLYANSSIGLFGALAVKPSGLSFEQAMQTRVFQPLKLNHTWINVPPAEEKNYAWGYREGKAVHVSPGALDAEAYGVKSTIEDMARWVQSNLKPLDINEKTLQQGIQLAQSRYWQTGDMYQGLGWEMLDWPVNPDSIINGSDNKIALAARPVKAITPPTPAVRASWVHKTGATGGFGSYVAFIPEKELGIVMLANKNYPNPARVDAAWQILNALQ
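20 mM phosphate pH 7.0 + 0.01% (detergent screen) or 0.0001% Triton X-100; 5.3 nM AmpC reagent; cpd preinc 15 min RT; nitrocefin (800 uM stock) to start; A480 q20 s × 4 min; Activity was normalised to no-enzyme and no-compound control wells.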
AMA1-RON2 inh: inhibitors of Plasmodium falciparum AMA1-RON2 interaction. AlphaScreen AMA1-biotinylated RON2 peptide binding. Potency, µM (series often up to 58.2 µM), for the others: top-dose activity change, negative = inhibition, most hits filed as inhibitors. hit rate 0.2% among 360,000. AID 720542;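 further: potency means the concentration at half of the fitted maximal effect; 0% = vehicle wells and -100% = peptide control; nearly all actives have a fitted effect of over 45% in size; some results filed as inactive show a strong effect at the top dose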
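AMA1 (3D7) with his tag at 25 nM final met compounds first, then biotinylated RON2 peptide at 25 nM; detection used donor plus acceptor beads, 10 µg/mL apiece, read by AlphaScreen after 30 min at room temperature.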
HCV inhibitor: inhibitors of hepatitis C virus infection. Huh7.5.1 HCVcc-Cre infection, luciferase reporter, 44 h. Potency, µM (highest dose often 41.8 µM), inactives show top-dose activity change, negative = inhibition, usual class: inhibitors. hit rate 3.4% among 340,000. AID 651820; further: potency means the concentration at half of the fitted maximal effect
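1,000 cells/well; 4 h culture; + compound; + HCVcc-Cre (~0.5 moi); 44 h; luciferase substrate, RT 15 min; read 15 sec.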
HCMV inh: human cytomegalovirus inhibition; HFF cells, HCMV-luciferase reporter, 72 h; hits give low values; activity change, negative = inhibition, % at 57.5 µM; hit rate 4.5% among 410,000; in the data active means activity change below about -60%; inconclusive means no clear call, values can overlap the other calls; inactive means above about -39%
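Cell-based, HFFs, 1000 cells/well, 16 h 37C; cpds in DMSO + HCMV-luc, MOI 1 PFU/cell; 72 h 37C; OneGlo luminescence after 5 min RT; norm. to buffer vs Salinomycin 10uM.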
Active calls of the source: *; ? = inconclusive; · = not tested or not shown; & = joins results of further samples; [ ] = dose if it differs, or a comment. Unless noted, the call rests on the fitted dose curve; in most records, active means well fitted curve in the direction sought with a large enough effect; inconclusive means small, poorly fitted or top-dose-only effect, or another doubt; inactive means no such curve, though single readings can be large; an effect the other way counts as inactive or inconclusive. Unless noted, on the % scale 0 is the no-effect control and ±100 the full control effect.

A first look (4 entries):
SMILES	FBPA Giardia inh	Sm TGR block	AmpC detergent	AMA1-RON2 inh	HCV inhibitor	HCMV inh
CCOc1ccccc1NC(=O)c1nc(S(=O)(=O)Cc2ccccc2)ncc1Cl	·	3.5µM*	1%	-1%	?	-109*
O=C(COC(=O)C1CC(=O)N(c2ccc3c(c2)OCCO3)C1)Nc1ccc2c(c1)CCC2 (stereo not given)	-4%	14%	-19%	9%	2%	-34
CC(NC(=O)CNC(=S)N(Cc1cccs1)C1CCCC1)c1ccccc1 (stereo not given)	-1%	17%	0%	-3%	-9%	?
COc1cccc(-c2ccc3ncnc(NCc4cc(C)cs4)c3c2)c1	·	-3%&1%	-1%&-8%	·	·	-38

Results, previewed entries included:
SMILES	FBPA Giardia inh	Sm TGR block	AmpC detergent	AMA1-RON2 inh	HCV inhibitor	HCMV inh
CCOc1ccccc1NC(=O)c1nc(S(=O)(=O)Cc2ccccc2)ncc1Cl	·	3.5µM*	1%	-1%	?	-109*
O=C(COC(=O)C1CC(=O)N(c2ccc3c(c2)OCCO3)C1)Nc1ccc2c(c1)CCC2 (stereo not given)	-4%	14%	-19%	9%	2%	-34
CC(NC(=O)CNC(=S)N(Cc1cccs1)C1CCCC1)c1ccccc1 (stereo not given)	-1%	17%	0%	-3%	-9%	?
COc1cccc(-c2ccc3ncnc(NCc4cc(C)cs4)c3c2)c1	·	-3%&1%	-1%&-8%	·	·	-38
C/C(CCc1ccccc1)=N\NC(=O)C(=O)Nc1cccc(Cl)c1	4%	0%	-5%	47%[activator]	14%	-19
CCC(C(=O)N1CCN(c2ccccc2)CC1)n1c(C)c2cnn(-c3ccccc3)c(=O)c2c1C (stereo not given)	·	-22%	18%	·	·	14
Cc1cc(OCC(=O)NNC(=O)c2ccncc2)ccc1C(C)C	·	6%	-2%	68%[activator]	28%	-33
CC(=O)N1CCc2cc(S(=O)(=O)CCC(=O)Nc3cc(C)cc(C)c3)ccc21	-7%	-9%	-15%	0%	10%	?
COc1ccc(C(=O)NCCCNC(=O)c2cccnc2)cc1OC	8%	2%	-10%	13%	1%	-7
CN(c1cccc(NC(=O)CN(c2cccc(F)c2)S(C)(=O)=O)c1)S(C)(=O)=O	0%	0%	?	12%	-2%	65
O=C(CNCCO)N1CCc2ccccc21	9%	-4%	-1%	53%[activator]	9%	7
NS(=O)(=O)c1ccc(CNC(=S)NC(=O)c2ccco2)cc1	·	·	·	10%	13%	16
O=C(NCCc1ccccc1)C(=O)NCC1(c2ccccc2)CCCC1	3%	4%	-3%	-14%	12%	23
Cc1nc(Oc2ccccc2)c2ccccc2n1	3%	5%	0%	1%	3%	-37
O=C(NCc1ccc(F)cc1)C(c1ccccc1)c1ccccc1	8%	5%	-4%	9%	-6%	-11
Cc1ccccc1N1CC2=C(C1=O)C(c1ccccc1)NC(=O)N2C (stereo not given)	5%	-7%	4%	-6%	16%	32
COc1ccccc1-n1nnnc1SCC(=O)NCC1(N2CCCCC2)CCCCC1	·	·	·	0%	?	-16
CN(C(=O)c1ccc(NC(=O)Cc2cccc(NC(=O)C3CCN(C(=O)c4ccccc4)CC3)c2)cc1)C1CCCC1	·	-6%	1%	2%	9%	-3
COC(=O)c1scc(-c2ccc(C)cc2)c1S(=O)(=O)Nc1cc(C)ccc1OC	·	8%	21%	·	·	28
O=C(COC(=O)C1(c2ccccc2)CC1)NNC(=O)c1ccccc1F	·	-3%	?	71%[activator]	16%	-2
Cn1cccc1/C=N/NC(=O)c1ccccn1	?	3%	1%	91%[activator]	-15%	0
Cc1ccc(/C=N/NC(=O)c2n[nH]c3c2CCCC3)cc1	3%	11%	0%	14%	2%	-75*
COc1ccc(C)cc1S(=O)(=O)Nc1ccccc1C	-7%	2%	?	-5%	-1%	24
CCOC(=O)C1(C)NC(c2ccc(OC)cc2OC)C2C(=O)N(c3cccc(OC)c3)C(=O)C21 (stereo not given)	4%	9%	-13%	0%	3%	-2
CC1COC(C)(CC(=O)NN2C(=O)c3ccccc3C2=O)O1 (stereo not given)	2%	-7%	-2%	8%	7%	-23
Cc1nc(SCC(=O)N2CC(C)OC(C)C2)nc(C)c1C (stereo not given)	2%	-4%	0%	-4%	6%	-4
Cc1cc(C)cc(N(C(=O)CNC(=O)c2ccco2)C(C(=O)NC2CCCCC2)c2cccnc2)c1 (stereo not given)	-3%	4%	-3%	-1%	10%	11
Cn1nnnc1Sc1ncnc2scc(-c3cccc(S(C)(=O)=O)c3)c12	·	?	3%	·	·	-5
CCN(CC)c1nc2n(c(=O)n1)CCN2CC	0%	6%	?	21%	10%	-4
Cc1cc(C(=O)CSc2ncccn2)c(C)n1-c1cccc(F)c1	-11%	-4%	-9%	11%	13%	29
CCCCNC(=O)C1COc2ccccc2O1 (stereo not given)	3%	-1%	4%	37%	2%	27
CCC(=O)Nc1cccc(NC(=S)NC(=O)c2ccc(C)cc2)c1	-18%	·	-9%	11%	?	-28
CC(=O)N1CCN(c2ccc([N+](=O)[O-])c(-n3nc(C)cc3C)c2)CC1	2%	-13%	-13%	-6%	-7%	-22
Nc1nc(COC(=O)C2CC(=O)N(Cc3ccccc3Cl)C2)nc(Nc2ccccc2)n1 (stereo not given)	·	0%	-12%	13%	14%	-34
COc1cc(CC(=O)OCC(=O)Nc2cc([N+](=O)[O-])ccc2Cl)cc(OC)c1OC	-8%	-9%	-14%	-12%[11.6 µM]	-8%	84
O=C(OCc1ccccc1)/C(=C/c1cccc([N+](=O)[O-])c1)NC(=O)c1ccco1	5%	-5%	1%	7%	0%	-7
Cc1nnc(Nc2ccc(C(=O)NCCO)cc2)c2ccccc12	0%	5%	-12%	-1%	-6%	-37
CCOC(=O)Nc1sc2nc(C)cc(C)c2c1-n1cccc1	-19%	9%	-4%	-5%	?	?
Cc1ccccc1CNC(=O)/C=C\C(=O)O	8%	5%	-5%	-3%	29%	46
Cc1ccc(-n2cc(CN(C)Cc3nccn3C)c(-c3cccc(C)c3)n2)cc1	0%	11%	0%	10%	-33%	-4
CCOc1ccc(NC(=O)N(CCN2CCOCC2)Cc2ccc3c(c2)CCCN3CC)cc1	-10%	-18%	-3%	?	7%	52
O=C(NCc1ccc2c(c1)OCO2)C1CC(=O)N(c2ccc(Cl)cc2)C1 (stereo not given)	19%	8%	0%	9%	0%	-5
COc1cc(NC(=O)Cn2nnnc2-c2ccccc2F)cc(OC)c1OC	·	7%	15%	·	·	-24
COCCn1nnnc1C(c1cccs1)N1CCN(c2ccccc2)CC1 (stereo not given)	2%	9%	-13%	6%	11%	64
CCn1c(SCC(=O)NC2CCCC2)nnc1-c1ccncc1	4%	1%	0%	-2%	6%	2
Cc1ccc(S(=O)(=O)N2CCN(C(=O)[C@H](Cc3ccccc3)NC(=O)c3ccco3)CC2)cc1	·	·	·	-5%	7%	-21
Cc1ncn(-c2ccccc2)c1-c1ccccc1	·	-4%	-12%	-28%	?	-14
O=C(CN1CC(=O)Oc2ccccc21)OCC(=O)c1cccc(Br)c1	?	?	-6%	49%[activator]	12%	·
C[C@H](CO)N1C[C@H](C)[C@@H](CN(C)S(=O)(=O)c2ccccc2)Oc2c(NS(=O)(=O)c3ccc(F)cc3)cccc2C1=O	·	·	·	17%	-2%	-40
Cc1ccc(OCC(=O)NNC(=O)CSc2ncc(C#N)c(N)n2)cc1	8%	-19%	-1%	52%[activator]	7%	-15

Following part:
SMILES	FBPA Giardia inh	Sm TGR block	AmpC detergent	AMA1-RON2 inh	HCV inhibitor	HCMV inh
COc1ccc(CCN(C)C(=O)/C=C/c2c(Cl)nc3ccccn23)cc1OC	3%	7%	-3%	-6%	3%	24
Cc1ccc(-c2csc(NC(=O)C[n+]3cc(-c4ccccc4)n4c3CCC4)n2)cc1	-11%	-11%	-4%	4%	2µM*	4
C[C@H](NC(=O)CCCn1nnc2ccccc2c1=O)C(=O)O	0%	11%	4%	-13%	9%	-24
CCc1ccc(NC(=O)CSc2nc3c(sc4ccccc43)c(=O)n2CCCOC)cc1	·	2%	-9%	·	·	10
CC(=O)Nc1ccc(S(=O)(=O)N2c3ccccc3C(C)=CC2(C)C)cc1	-8%	12%	0%	0%	8%	-80*
CS(=O)(=O)Nc1ccc2[nH]c(=O)[nH]c2c1	4%	2%	1%	-11%	9%	·
COc1cc(C2C(C#N)=C(N)Oc3c2ccc2ccccc32)ccc1OCC(=O)Nc1ccccc1C (stereo not given)	-8%	-24%	-5%	2%	8.9µM*	10
Cc1cc2[nH]c3ccccc3c2c(C)n1	4%	-2%	-13%	-6%	?	-98*
O=c1cc(N=Nc2ccc(Cl)cc2)[nH]c(=O)[nH]1	?	?	?	1%	?	-100*
CCOc1ccc(-c2c(C(=O)N/N=C/c3sccc3C)nnn2-c2nonc2N)cc1	1%	-9%	-9%	-2%	-24%	-27
Oc1ccc(Cl)cc1C=NN1CCCCCC1	·	·	·	?	-25%	12
CCOc1ccc(CCNC(=O)C(CC)n2nc(C)c3c(C)n(-c4ccccc4)nc3c2=O)cc1 (stereo not given)	·	8%	20%	·	·	-32
CCCCCn1c(=N)c(S(=O)(=O)c2ccc(C)cc2)cc2c(=O)n3cc(C)ccc3nc21	·	7%	9%	·	·	13
COc1ccccc1NC(=O)Cn1nnc(C(=O)NCCc2ccccc2)c1N	1%	6%	6%	-14%	-10%	?
COc1ccc(-c2cc([C@H]3[C@@H]4C=CCC[C@@]4(C)C(=O)N3Cc3ccccc3)ccc2F)cc1	9%	4%	3%	3%	-22%	?
COc1ccc2nc(N(Cc3cccnc3)C(=O)c3ccc(Cl)cc3)sc2c1	·	-2%	-1%	·	·	41
CC1(C)C(C=C(Cl)Cl)C1C(=O)OCc1cccc(Oc2ccccc2)c1 (stereo not given)	4%	-3%	4%	124%[activator]	-2%	-24
Nc1nc(=O)c2ccccc2s1	·	·	·	-5%	18%	-22
Cc1ncoc1C(=O)N1CCCC(CCC(=O)NCc2ccc(F)c(F)c2)C1 (stereo not given)	-3%	-1%[57.1 µM]	-2%	3%	2%	19
CCN(CC)S(=O)(=O)c1ccc(OC)c(NC(=O)CSc2cc(Cl)ccc2Cl)c1	-3%	1%	-8%	4%	?	?

Entries of single compounds, quoted from the list. Order of screens: FBPA Giardia inh, Sm TGR block, AmpC detergent, AMA1-RON2 inh, HCV inhibitor, HCMV inh
`COc1ccc2nc(N(Cc3cccnc3)C(=O)c3ccc(Cl)cc3)sc2c1` as listed: ·, -2%, -1%, ·, ·, 41
`COc1ccccc1NC(=O)Cn1nnc(C(=O)NCCc2ccccc2)c1N` as listed: 1%, 6%, 6%, -14%, -10%, ?
`Oc1ccc(Cl)cc1C=NN1CCCCCC1` as listed: ·, ·, ·, ?, -25%, 12

More results follow:
SMILES	FBPA Giardia inh	Sm TGR block	AmpC detergent	AMA1-RON2 inh	HCV inhibitor	HCMV inh
COc1ccc(-n2c(COc3ccccc3)nnc2SCC(N)=O)cc1	18%	7%	-9%	-8%	9%	59
CCS(=O)(=O)N1CCC(C(=O)NCCc2ccccc2)CC1	-1%	1%	-1%	1%	12%	-13
COc1ccc(CNS(=O)(=O)NCc2ccc(C)cc2)cc1OC	0%	4%	3%	15%	?	-8
O=C(Nc1ccc(CN2CCOCC2)cc1)c1ccc(Cl)cc1Cl	12%	-1%	-19%	0%	10µM*	-38
CCOc1ccc(-c2nn3c(-c4ccc(OC)cc4)nnc3s2)cc1	7%	6%	?	·	·	·
CC(=O)Nc1c(C)nn(C(C)=O)c1C	4%	-1%	-4%	0%	4%	28

Source: PubChem (National Center for Advancing Translational Sciences (NCATS))
